High-throughput results as filed in PubChem BioAssay.
USP2a inh – USP2a (human) protease inhibition | O75604 | Potency, µM (highest dose often 38.3 µM), for the others: at the highest dose activity change, negative = inhibition, most hits filed as inhibitors | USP2 core, Ub-CHOP2 coupled fluorogenic reporter, 485/531 | 0.01% of 330,000 active | AID 463254;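 note: potency is the fitted concentration of half-maximal effect; plate controls were DMSO wells for no effect and full inhibition by NEM control for full effect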
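USP2 core (10nM final) preincubated 30min RT with compound in 20mM Tris-HCl pH 8.0, 2mM CaCl2, 2mM beta-mercaptoethanol, 0.05% CHAPS; 25nM Ub-CHOP2 plus 25nM reporter substrate added, fluorescence (Ex485/Em531) read after 60min.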
TRPV1 agonist – activates the human vanilloid receptor TRPV1. Q8NER1. TRPV1-expressing cells, Fluo-8 calcium influx, agonist mode. activation, % at 8.33 µM. 0.19% of 320,000 active; in the data active = activation above about 80%; inconclusive = between about 30% and that limit; note: 0% is about no effect
Target sequence (Q8NER1 whole entry, looked up): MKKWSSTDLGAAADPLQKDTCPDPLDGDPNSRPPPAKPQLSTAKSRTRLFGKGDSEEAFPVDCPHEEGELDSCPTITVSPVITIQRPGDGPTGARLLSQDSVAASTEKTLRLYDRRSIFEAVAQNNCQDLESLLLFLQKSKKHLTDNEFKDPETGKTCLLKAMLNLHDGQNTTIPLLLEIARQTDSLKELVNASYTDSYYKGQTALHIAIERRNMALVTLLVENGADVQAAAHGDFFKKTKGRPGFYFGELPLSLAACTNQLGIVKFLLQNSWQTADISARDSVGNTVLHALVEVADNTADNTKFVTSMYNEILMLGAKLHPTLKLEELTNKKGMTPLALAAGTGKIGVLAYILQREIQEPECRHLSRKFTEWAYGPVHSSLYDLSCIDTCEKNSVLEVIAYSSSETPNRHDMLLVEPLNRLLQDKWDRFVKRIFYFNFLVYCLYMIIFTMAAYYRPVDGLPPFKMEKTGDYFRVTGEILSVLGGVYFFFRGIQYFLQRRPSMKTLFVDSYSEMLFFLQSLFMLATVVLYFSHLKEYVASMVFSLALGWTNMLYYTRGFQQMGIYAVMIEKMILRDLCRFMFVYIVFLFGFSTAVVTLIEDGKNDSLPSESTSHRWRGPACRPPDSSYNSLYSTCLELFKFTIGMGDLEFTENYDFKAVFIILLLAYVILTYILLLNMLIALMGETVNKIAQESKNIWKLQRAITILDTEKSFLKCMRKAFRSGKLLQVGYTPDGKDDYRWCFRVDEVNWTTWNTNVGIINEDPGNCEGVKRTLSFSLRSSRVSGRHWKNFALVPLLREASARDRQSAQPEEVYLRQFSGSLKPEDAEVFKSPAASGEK
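TRPV1-expressing cells were cultured overnight at 35.5C and loaded with Fluo-8 calcium dye for 40 to 90 min at room temperature. After a 10 s baseline, compound was added and calcium influx was read kinetically for 3 min (ex 480/em 520 nm).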
B2AR arrestin – beta2AR (human) beta-arrestin recruitment activity; P07550; beta-arrestin recruitment to beta2AR, cell-based reporter; Potency, µM (doses to about 46.1 µM), for the others: top-dose activation, hits mostly activators; 0.02% of 330,000 active;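 note: potency is the fitted concentration of half-maximal effect; 0% = DMSO controls and full agonism = EC100 isoproterenol or metaproterenol; nearly all actives have a fitted effect of over 65% in size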
Giardia kill – Giardia lamblia killing; 0.15% of 340,000 active; Giardia lamblia trophozoite viability; activity change, % at 7.66 µM, hits read low; in the data active = activity change below about -80%; inconclusive = between about -30% and that limit;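 note: parasites exposed to compound for two days anaerobically before the ATP read; % is set by controls: 0 for no effect and ±100 for the full control effect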
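Giardia trophozoites, 100 cells per well, were exposed to compounds for 48 hrs at 37 deg C under anaerobic conditions; viability was then read as ATP content by bioluminescence after 15-30 min at room temperature.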
KCNH2 3.1 block – KCNH2 3.1 (human) potassium channel inhibition; activity change, % (tested at about 1.8 µM); 0.95% of 340,000 active; U2OS KCNH2 3.1, thallium flux FluxOr; hits give low values;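 active = maximum activity change below -70%; inconclusive = maximum activity change from -70% to -50%; inactive = maximum activity change above -50%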;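 note: thallium influx rate constant from kinetic fluorescence after stimulation buffer; % is set by controls: 0 for no effect and ±100 for the full control effect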
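Kinetic fluorescence (2 min after stimulation buffer) measures Tl+ influx through KCNH2 3.1 expressed by viral transduction in U2OS cells; the rate constant is normalized against DMSO controls serving as positive and negative references.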
Coupling enz – coupling enzyme interference in Giardia aldolase counter-screen. activity change, negative = inhibition, % at 58.2 µM, hits read low. 0.67% of 290,000 active. AID 2472. coupling enzyme system counterscreen, AmpLite Red fluorescence; in the data active = activity change below about -30%; note: % is set by controls: 0 for no effect and ±100 for the full control effect
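Counterscreen of the coupled detection system alone, without aldolase: glyceraldehyde-3-phosphate coupling enzymes plus AmpLite Red readout. Compounds at 57.5 uM final, 10 min RT preincubation, 20 min RT reaction, fluorescence 525/598 nm.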
KCNH2 WT inh – KCNH2 (human, wildtype) channel inhibition. Q12809. U2OS, BacMam KCNH2, thallium flux FluxOr; hits give low values. activity change, % at 1.84 µM. 0.37% of 340,000 active. AID 720551;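 active = maximum activity change below -70%; inconclusive = maximum activity change between -70% and -50%; inactive = maximum activity change above -50%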; note: % is set by controls: 0 for no effect and ±100 for the full control effect
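U2OS cells were transduced with wild-type KCNH2 virus (2.03 x 10^8 / mL) for 4 h at room temperature, then cultured overnight at 37 C. Thallium flux was read with FluxOr dye. Rate constants were normalized to DMSO controls.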
GALK inhibitor – galactokinase (human) inhibition; Purified GALK, Kinase-Glo residual ATP luminescence; Potency, µM (series often up to 57.5 µM), without a hit: at the highest dose activity change, negative = inhibition, hits mostly inhibitors; 0.007% of 270,000 active; note: potency is the fitted concentration of half-maximal effect; % is set by controls: 0 for no effect and ±100 for the full control effect
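GALK at 5 nM final was combined with compound, 35 uM ATP and 100 uM galactose in HEPES pH8.0 with MgCl2 and DTT. The reaction ran one hour at room temperature before luminescent ATP detection.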
PKM2 activator – activators of human pyruvate kinase M2 | P14618 | purified PKM2, Kinase-Glo ATP luminescence, activation; response scale: 0% is enzyme alone, no compound | Potency, µM (highest dose often 57.5 µM), without a hit: at the top dose activation, actives largely listed as activators | 0.34% of 260,000 active; note: potency is the fitted concentration of half-maximal effect; % is set by controls: 0 for no effect and ±100 for the full control effect; nearly all actives have a fitted effect of over 55% in size
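hPK-M2, >95% pure; 0.1 mM ADP / 0.5 mM PEP final; imidazole pH7.2 buffer w/ 7 mM MgCl2, 50 mM KCl; 1 h RT; Kinase-Glo lum. Intermediate enzyme activity for dual inhibitor/activator qHTS.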
Menin MLL FP TR – menin-MLL binding inhibition, Texas Red mutant peptide; Menin + Texas Red MLL mutant peptide, fluorescence polarization; Potency, µM (doses to about 61.6 µM), without a hit: top-dose FP activity change, negative = inhibition, most hits filed as inhibitors; 0.23% of 270,000 active; active = well fitted inhibition curve with a large enough effect in the polarisation, with a control signal flat, not every such curve was filed as active; inconclusive = small, poorly fitted or top-dose-only effect, or effect the other way, or a change in a side signal; inactive = no such curve, though single readings can be large or run the other way; the % refers to the polarisation; note: potency is the fitted concentration of half-maximal effect; % of control where 0% means no effect; many of its hits are not listed in these tables
CXXC DNA block – blocks binding of human MLL CXXC domain to DNA; MLL-CXXC / FITC-HOXA9 DNA fluorescence polarization; Q03164; 0.037% of 290,000 active; Potency, µM (doses to about 115 µM), inactives show at the top dose activity change, negative = inhibition, actives largely listed as inhibitors; AID 2662; active = well fitted inhibition curve with a large enough effect in the polarisation, with a control signal flat, not every such curve was filed as active; inconclusive = small, poorly fitted or top-dose-only effect, or effect the other way, or a change in a side signal; inactive = no such curve, though single readings can be large or run the other way; the % refers to the polarisation; note: potency is the fitted concentration of half-maximal effect
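Steps: dispense CXXC domain solution (7 uM) → pin compounds or unlabeled HOX-A9 DNA control → 5 min ambient → add FLSN-HOX-A9 solution (50 nM) → spin → 30 min ambient → fluorescence polarization. Tris pH 7.5/NaCl/DTT/BSA buffer.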
An asterisk follows results filed as active; i = inactive; ? = inconclusive; / = no result given; & = joins results of further samples; [ ] = remark or other dose. Unless noted, calls come from the whole dose curve; as a rule, active = well fitted curve in the direction sought with a large enough effect; inconclusive = small, poorly fitted or top-dose-only effect, or another doubt; inactive = no such curve, though single readings can be large; an effect the other way counts as inactive or inconclusive. An excerpt; rates above refer to the full screens.

SMILES	USP2a inh	TRPV1 agonist	B2AR arrestin	Giardia kill	KCNH2 3.1 block	Coupling enz	KCNH2 WT inh	GALK inhibitor	PKM2 activator	Menin MLL FP TR	CXXC DNA block
N/C(=N\OC(=O)c1ccccc1Cl)c1ccccc1	2%	1	-0.4%	7	-3	-1	-12	9%	-46%	10%	-6%
CC(=O)C1=C(C)N(Cc2ccccc2)C(=O)N[C@H]1c1cccs1	0%	1	-0.7%	14	-9	-1&0	-1	/	1%	-5%&-2%	5%
Cn1nc([N+](=O)[O-])nc1Oc1ccccc1C(=O)N1CCOCC1	0%	-1	0.2%	8	11	-1	3	2%	14%	-7%	-5%
CCOc1ccc(CCNC(=O)CCc2nnc3ccc(N4CCOCC4)nn23)cc1OCC	0%	-2	-0.5%	3	1	3	-2	/	0%	0%	/
Fc1cccc(/C=N/n2c(C3CCCCC3)n[nH]c2=S)c1	2%	13	0.2%	6	0	0	-10	-1%	/	-24%	3%
Cn1cnc([N+](=O)[O-])c1Sc1ccc(C(C)(C)C)cc1	-2%	13	0.3%	9	-1	-1	-6	-4%	20%	/	-3%
O=C(NCc1ccc2c(c1)OCO2)c1ccc2c(=O)n(C3CCCC3)c(=O)[nH]c2c1	-1%	-2	0.4%	-14	-13	1	-2	2%	10%	?	6%
Cc1ccc(N=C2C(=O)Nc3c(C)cccc32)cc1	2%	1	0.5%	0	8	1	3	-6%	1%[11.5 µM]	-1%	-1%
O=C(CSc1ccccn1)Nc1ccc2[nH]c(=O)[nH]c2c1	2%	0	-0.9%	?	23	/	0	/	/	/	/
Cc1ccc(S(=O)(=O)NC(C)C(=O)Nc2ccc3c(c2)OCO3)cc1 (stereo not given)	-1%	4	-0.3%	2	13	1	-3	0%	-1%	-29%	9%
O=C(CC1C(=O)NCCN1C(=O)Nc1ccc(F)cc1F)Nc1ccc(F)cc1 (stereo not given)	-2%	/	-0.7%	2	-4	-4	12	-1%	11%	/	3%
Cc1ccc(S(=O)(=O)Nc2cc(C)c(O)c(S(=O)(=O)c3ccc(C)cc3)c2)cc1	?	5	0.2%	20	-2	8	-18	1%	5%	?	-12%

4 entries drawn at random from those above, as already listed:
SMILES	USP2a inh	TRPV1 agonist	B2AR arrestin	Giardia kill	KCNH2 3.1 block	Coupling enz	KCNH2 WT inh	GALK inhibitor	PKM2 activator	Menin MLL FP TR	CXXC DNA block
Cn1nc([N+](=O)[O-])nc1Oc1ccccc1C(=O)N1CCOCC1	0%	-1	0.2%	8	11	-1	3	2%	14%	-7%	-5%
O=C(NCc1ccc2c(c1)OCO2)c1ccc2c(=O)n(C3CCCC3)c(=O)[nH]c2c1	-1%	-2	0.4%	-14	-13	1	-2	2%	10%	?	6%
CCOc1ccc(CCNC(=O)CCc2nnc3ccc(N4CCOCC4)nn23)cc1OCC	0%	-2	-0.5%	3	1	3	-2	/	0%	0%	/
CC(=O)C1=C(C)N(Cc2ccccc2)C(=O)N[C@H]1c1cccs1	0%	1	-0.7%	14	-9	-1&0	-1	/	1%	-5%&-2%	5%

The results go on:
SMILES	USP2a inh	TRPV1 agonist	B2AR arrestin	Giardia kill	KCNH2 3.1 block	Coupling enz	KCNH2 WT inh	GALK inhibitor	PKM2 activator	Menin MLL FP TR	CXXC DNA block
COc1ccc(/C=C/C(=O)N2CCNC(=O)C2)c(OC)c1	2%	-1	0.2%	0	18	-1	-3	13%	-5%	-15%	0%
C=CCN(C(=O)c1csnn1)C(C(=O)NC1CCCC1)c1cccs1 (stereo not given)	5%	2	-0.4%	-2	-5	2	1	4%	/	/	0%
O=C1COc2ccc(S(=O)(=O)NCCc3ccc(Cl)cc3)cc2N1	0%	6	-0.2%	-5	-3	1	-3	4%	/	7%	12%
Cn1c2c(c(=O)n(C)c1=O)NC1(N2)C(=O)Nc2ccccc21 (stereo not given)	9%	-2	4.3%	8	8	-7	-10	4%	-3%	-17%	?
CCC(C)CCN1C(Nc2ccccc2)=NC[C@@H]1CC(C)C (stereo not given in full)	0%	4	-1.0%	1	-18	-4	8	/	-1%	-19%	34%[activator]
O=c1[nH]cc(COCC(F)CCl)c(=O)[nH]1 (stereo not given)	-2%	-1	0.4%	-4	3	0	5	1%	-3%	/	-24%
CCOC(=O)c1c(S(=O)(=O)N2CCN(c3ccc(F)cc3)CC2)c(C)n(C)c1C	1%	-2	0.1%	-8	1	-2	8	-2%	1%[0.46 µM]	11%	1%
COc1cc(NC(=O)C2=C(N3CCOCC3)/C(=C\c3ccc(Cl)cc3Cl)CC2)cc(OC)c1OC	1%	2	-1.6%	-6	-2	-2	-20	1%	2%	3%	0%
Cc1c(Cl)cccc1N1C(=O)CC(NNC(=O)c2cccs2)C1=O (stereo not given)	4%	3	0.2%	-11	4	-1	4	11%	1%	?	14%
CC(=O)NCc1cc(-c2ccc(Cl)cc2)no1	2%	?	2.5%	6	10	4	-1	8%	-4%	2%	9%
CCCCCC(=O)Nc1cccc(S(=O)(=O)NC2=NCCCCC2)c1	2%	-1	-0.2%	-2	10	/	11	/	/	/	/
CSc1cccc(Nc2ccc(S(=O)(=O)N3CCOCC3)cc2[N+](=O)[O-])c1	-7%	2	0.4%	-5	-19	/	17	/	/	/	/

A different layout for part of the listing above:
SMILES | USP2a inh | TRPV1 agonist | B2AR arrestin | Giardia kill | KCNH2 3.1 block | Coupling enz | KCNH2 WT inh | GALK inhibitor | PKM2 activator | Menin MLL FP TR | CXXC DNA block
COc1ccc(/C=C/C(=O)N2CCNC(=O)C2)c(OC)c1 | 2% | -1 | 0.2% | 0 | 18 | -1 | -3 | 13% | -5% | -15% | 0%
C=CCN(C(=O)c1csnn1)C(C(=O)NC1CCCC1)c1cccs1 (stereo not given) | 5% | 2 | -0.4% | -2 | -5 | 2 | 1 | 4% | / | / | 0%

Next section.
SMILES	USP2a inh	TRPV1 agonist	B2AR arrestin	Giardia kill	KCNH2 3.1 block	Coupling enz	KCNH2 WT inh	GALK inhibitor	PKM2 activator	Menin MLL FP TR	CXXC DNA block
COc1ccc2c(C)c(CCC(=O)NC3CC3)c(=O)oc2c1	1%	-1	-0.6%	-1	-13	-1	-3	/	0%	3%	-4%
N#Cc1ccc(NC(=O)c2cccs2)nc1	0%	14	0.3%	2	-1	1	1	3%	/	35%[activator]	33%
CNC(=O)c1sc(=S)n(-c2ccc(OC)cc2)c1N	1%	2	-0.6%	6	5	0	i	-3%	-8%	9%	-6%
CN(C)c1ccc(C2CNC(c3ccc(Cl)c([N+](=O)[O-])c3)c3[nH]c4ccccc4c32)cc1 (stereo not given)	1%	3	-0.1%	21	-17	-5	0	-4%	5%	/	13%
Nc1ncnc2c1ncn2[C@@H]1O[C@H](CNCC(O)CO)[C@@H](O)[C@H]1O (stereo not given in full)	1%	/	-0.7%	-8	8	/	-6	/	/	/	/
COc1ccc(Cn2nnnc2C(c2ccccc2Cl)N2CCN(C)CC2)cc1 (stereo not given)	-1%	5	0.0%	-1	-4	3	-9	1%	1%	8%	1%
COc1cc(C(O)c2nc3ccccc3s2)cc(OC)c1OC (stereo not given)	5%	2	0.4%	-4	13	-2	-4	-2%	2%	13%	11%
COc1ccc(Cl)cc1S(=O)(=O)N1CCN(C(=O)c2ccco2)CC1	3%	10	-1.4%	10	8	4	5	-5%	2%	-14%	0%
Cc1nc(NC(=O)/C=C/c2ccccc2)sc1C(=O)N1CCCCC1	1%	?	0.8%	-8	5	1	-6	2%	-8%	0%	22%
Cc1ccc(OCC(=O)NNC(=O)CCC(=O)NCc2ccccc2)cc1	3%	/	0.4%	3	-18	-2	2	0%	-8%	/	0%
COc1c2ccoc2cc2oc(=O)ccc12	3%	/	-0.8%	5	-1	-2&1	2	/	/	4%[24.8 µM]	/
Cc1cccc2cc(COC(=O)c3ccco3)c(=O)[nH]c12	-1%	1	-0.4%	5	26	0	-1	2%	3%	-6%	5%
